Bioassay records (PubChem)
TNAP act hiacc – TNAP activators at high phosphate acceptor level, primary screen, biochemical, luminescence, uHTS | Alkaline phosphatase, tissue-nonspecific isozyme (Homo sapiens), P05186 | purified TNAP, CDP-star luminescence, 1 M DEA, 30 min; hits give high values; 0 = EDTA background, 1 = DMSO-only activity | activation factor at 20 µM | 200,000 tested, under 10 active | AID 1136, 2008;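 active means activation factor at least 2 at 20 µM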
Target sequence (P05186 whole entry, looked up): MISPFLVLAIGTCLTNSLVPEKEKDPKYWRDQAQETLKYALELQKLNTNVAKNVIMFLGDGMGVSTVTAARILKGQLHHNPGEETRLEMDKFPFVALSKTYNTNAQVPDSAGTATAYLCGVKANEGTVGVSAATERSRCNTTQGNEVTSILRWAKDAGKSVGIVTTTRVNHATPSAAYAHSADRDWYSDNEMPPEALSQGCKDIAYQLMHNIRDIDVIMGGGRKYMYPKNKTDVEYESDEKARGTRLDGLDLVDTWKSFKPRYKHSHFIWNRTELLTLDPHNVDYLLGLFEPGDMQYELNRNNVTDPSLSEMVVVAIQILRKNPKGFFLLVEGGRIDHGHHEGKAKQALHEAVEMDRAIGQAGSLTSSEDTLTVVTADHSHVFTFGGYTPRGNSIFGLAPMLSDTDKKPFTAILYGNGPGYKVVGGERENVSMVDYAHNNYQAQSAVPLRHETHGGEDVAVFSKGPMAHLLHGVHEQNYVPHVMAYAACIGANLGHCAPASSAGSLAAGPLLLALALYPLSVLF
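system = human TNAP | amount = enzyme diluted 1/800 final | reagent = 100 µM CDP-star substrate | signal = luminescent substrate turnover signal | dosing = one dose, 20 µM | benchmarks = EDTA negative control, DMSO positive control | measure = activation factor | timing = 30 min reaction, room temperature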
ROMK mod – ROMK potassium channel modulators, primary screen, cell-based, thallium flux, MLSMR library | ATP-sensitive inward rectifier potassium channel 1 (Homo sapiens), P48048 | Tet-inducible ROMK, thallium flux fluorescence; actives lie on both sides | B-score at 10 µM | 2% of 130,000 active | AID 1918, 2009;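 active means signal ratio slope over the read window, or its plate-corrected B-score, at least 3 SD from the plate mean, either direction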;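 further: B-score of the F/F0 ratio slope over 7 to 12 s after thallium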
bIAP inh – bovine intestinal alkaline phosphatase inhibitors, primary screen, selectivity assay for TNAP inhibitor project, biochemical, bovine IAP, CDP-star luminescence. AID 1019, 2008. 190,000 tested, under 10 active. inhibition, % at 20 µM. alkaline phosphatase, intestinal [Bos taurus]. purified bovine IAP, 30 min;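 active means over 50% inhibition of intestinal alkaline phosphatase at 20 µM in the single-dose screen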
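Assay system – bovine IAP enzyme · Quantity – bovine IAP at 1/65,000,000 final dilution · Detection – CDP-star luminescence signal · Times – 30 min reaction at room temperature · Also added – CDP-star substrate at 30 µM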
STAT3 act – IL-6 driven STAT3 reporter potentiators, primary screen, U3A cells, luciferase, luminescence, MLSCN library. 0.91% of 190,000 active. AID 871, 2007. activation (% of control), % at 5.6 µM. IL-6 STAT3-luciferase reporter; 100% = signal with IL-6 EC80 alone;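 active means activation above the screen-wide mean of compound activation plus 3 SD, cut at about 130% in these data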;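 further: 0% = background luminescence of wells with medium and substrate only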
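Assay system – human STAT1-deficient U3A cells with stable STAT3-luciferase reporter · Also added – IL-6 (33 ng/mL) · Schedule – compound 1 h, then IL-6 6 h at 37 °C · Technique – reporter luminescence signal · Evaluation – % activation versus median of IL-6-stimulated wells · Benchmarks – IL-6-only wells as 100% reference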
PPARg SRC-1 ag – PPARgamma agonists recruiting SRC-1 coactivator, primary screen, biochemical | 0.41% of 200,000 active | AID 631, 2007 | Peroxisome proliferator-activated receptor gamma (Homo sapiens), P37231 | PPARgamma-SRC-1 coactivator recruitment biochemical assay | activation, % at 8 µM; in the data active means activation above about 19%;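 further: 0% = DMSO and 100% = reference agonist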
Target sequence (P37231 whole entry, looked up): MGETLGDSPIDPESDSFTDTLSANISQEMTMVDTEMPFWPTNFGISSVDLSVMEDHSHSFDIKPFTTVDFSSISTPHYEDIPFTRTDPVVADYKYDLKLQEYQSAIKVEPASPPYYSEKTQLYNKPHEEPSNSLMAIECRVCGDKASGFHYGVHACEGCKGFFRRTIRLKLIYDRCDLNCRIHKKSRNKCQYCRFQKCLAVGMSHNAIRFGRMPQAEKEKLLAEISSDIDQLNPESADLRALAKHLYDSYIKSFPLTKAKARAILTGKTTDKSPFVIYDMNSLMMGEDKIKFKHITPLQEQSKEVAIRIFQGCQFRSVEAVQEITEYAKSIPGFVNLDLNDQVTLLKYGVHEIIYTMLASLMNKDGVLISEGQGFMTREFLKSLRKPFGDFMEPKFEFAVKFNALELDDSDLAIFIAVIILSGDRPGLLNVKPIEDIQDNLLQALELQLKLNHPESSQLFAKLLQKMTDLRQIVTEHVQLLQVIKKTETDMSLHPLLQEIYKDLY
bIAP act – bovine intestinal alkaline phosphatase activators, primary screen, biochemical, bovine IAP, CDP-star luminescence | alkaline phosphatase, intestinal [Bos taurus] | purified bovine IAP, 30 min; hits give high values; fold of DMSO-control signal, blank-subtracted | activation factor at 20 µM | 0.17% of 200,000 active;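 active means activation factor of 2 or more at 20 µM, a signal rise over negative controls twice the positive control's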
STAT3 inh – IL-6 driven STAT3 reporter inhibitors, primary screen, U3A cells, luciferase, luminescence, MLSCN library; AID 862, 2007; 0.89% of 190,000 active; IL-6 STAT3-luciferase reporter; host cell line lacks STAT1; inhibition, % at 5.5 µM;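 active means inhibition above the mean inhibition across all screened compounds plus 3 SD, cut at about 44% in these data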;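 further: 0% = DMSO only wells and 100% = 100 µM nifuroxazide control wells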
PPARg SRC-3 ag – PPARgamma agonists recruiting SRC-3 coactivator, primary screen, biochemical; Peroxisome proliferator-activated receptor gamma (Homo sapiens), P37231; biochemical PPARgamma/SRC-3 coactivator recruitment assay; activation, % at 8 µM; 0.26% of 200,000 active; AID 731, 2007; in the data active means activation above about 23%;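 further: 0% = DMSO and 100% = reference agonist; some compounds past the cut are filed as inactive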
PPARg SRC-2 ag – agonists of PPARg-SRC-2 recruitment, primary screen, biochemical, HTS; Peroxisome proliferator-activated receptor gamma (Homo sapiens), P37231; PPARgamma LBD-SRC-2 recruitment; activation, % at 8 µM; 0.34% of 200,000 active; AID 1032, 2008; in the data active means activation above about 22%;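 further: 0% = vehicle and 100% = reference agonist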
STAT1 blocker – STAT1 signaling inhibitors, primary screen, cell-based, HTS, luciferase reporter | inhibition, % at 5.5 µM | NIH 3T3 STAT1-luciferase reporter, IFN-gamma, luminescence | 0.35% of 200,000 active;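 active means inhibition above a set limit, the mean inhibition across all tested compounds plus 3 SD, cut at about 34% in these data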;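 further: 0% = IFN-gamma with DMSO and 100% = IFN-gamma with 300 µM nifuroxazide; values of inactives mirror those of a sister screen read the other way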
TR-FRET SRC-2 ct – TR-FRET signal artefacts, primary screen, artefact control for PPARgamma SRC-2 agonist project, biochemical; 0.4% of 200,000 active; TR-FRET artefact counter-screen; hits give high values; TR-FRET ratio at 8 µM; AID 1049, 2008; in the data active means TR-FRET ratio above about 2000; further: inactives centre near 1500
The depositor's hits bear a star; · = not tested or not shown. This is a random part of the collection, and some 3.7% of all compounds hit somewhere here.

SMILES	TNAP act hiacc	ROMK mod	bIAP inh	STAT3 act	PPARg SRC-1 ag	bIAP act	STAT3 inh	PPARg SRC-3 ag	PPARg SRC-2 ag	STAT1 blocker	TR-FRET SRC-2 ct
COc1ccc(C2CC(C)(c3ccc(OC)cc3OC)Nc3ccccc3N2)c(OC)c1 (centres undefined)	1.1	·	-7	109	0	1.1	-9	-2	12	13	1638
O=C(O)CSc1nc2ccccc2n1-c1ccccc1	1	-0.02	1	102	0	1	5	2	0	-11	1652
CN(Cc1cc(=O)[nH]c2ccccc12)C(=O)c1ccccc1	1.1	1.7	13	136*	-4	0.9	-36	15	3	-5	1581
COc1cc(CNc2ccccc2SC)cc(OC)c1OC	1	-0.82	1	103	4	1	3	-21	-2	9	1403
COc1ccccc1[C@@H]1C(c2cccc(C)c2)=NN(c2ccccc2)[C@H]1C(=O)N1CCOC1=O	1.1	0.037	10	97	4	0.9	0	2	12	3	1578
O/N=C/c1ccccc1OCc1ccccc1F	1	-2.3	-72	99	4	1.7	2	4	-3	-2	1472
O=C(CSC1=NCCS1)Nc1ccc(S(=O)(=O)NC2CCCCC2)cc1	1	-0.17	38	101	7	0.6	5	2	4	1	1661
CCOC(=O)c1cccc(NS(=O)(=O)c2ccc(NC(C)=O)cc2)c1	1	-1.1	6	72	2	0.9	37	-7	0	30	1476
COc1ccc(NC(=O)/C(C#N)=C/c2cc(C)n(-c3ccc(N4CCOCC4)c([N+](=O)[O-])c3)c2C)cc1	0.9	·	15	111	3	0.9	-10	-4	-5	-8	1649
CCn1cc(C(=O)N[C@H](C)c2ccccc2)c(=O)c2cc(F)c(N3CCN(C)CC3)cc21	1	0.82	3	102	5	1	4	8	0	2	1482
CSc1nncc(/C(C)=N\Nc2ccccc2C)n1	0.9	0.42	14	116	8	0.9	-23	-1	7	-4	1470
COc1ccc(Oc2c(-c3ccc(O)cc3O)n[nH]c2C)cc1	1.1	·	-44	103	6	1.4	-1	4	2	-2	1529
O=C(NCC1COc2ccccc2O1)c1ccc(Cl)cc1 (centres undefined)	1.1	-1.1	22	105	12	0.8	-3	1	0	-44	1562
COCCN(C(=O)C1CCCC1)c1c(N)n(Cc2ccccc2)c(=O)[nH]c1=O	1	0.46	-3	108	2	1	-8	6	-1	0	1474
Cc1cc(C(=O)N2CCOCC2)c(C)o1	1.1	0.18	-13	101	-3	1.1	0	2	-5	-7	1338
CN(CCC#N)C(=O)COC(=O)c1ccc(Cl)c(S(N)(=O)=O)c1	0.9	·	15	99	5	0.8	6	-2	6	3	1641
CCOC(=O)c1cc(-c2cccs2)nc2onc(C)c12	1	1.2	10	95	3	0.9	8	-1	2	-7	1497
O=C(O)CCCC(=O)Nc1ccc(Cl)c(Cl)c1	1	0.8	-3	99	6	1	4	13	12	1	1696
O=C(NCc1cccnc1)C1CCCN(S(=O)(=O)c2ccccc2)C1 (centres undefined)	1	0.23	3	102	-3	1	1	12	7	-5	1487
COc1ccc(OC)c(C2Nc3c(Cl)ccc(C(=O)O)c3C3C=CCC32)c1 (centres undefined)	1.1	1.6	0	102	11	1	4	5	2	9	1635
Cc1cc(C)cc(NC(=O)COC(=O)c2n[nH]c3ccccc23)c1	1.1	0.17	0	106	-2	1	2	-2	-3	-11	1551
O=C1S/C(=C\c2ccc(N3CCOCC3)o2)C(=O)N1c1ccccc1	0.9	·	-3	83	1	1	22	4	-2	-24	1636
CCCc1nc2ccccc2c(C(=O)OC(C)C(=O)NCc2ccc3c(c2)OCO3)c1CC (centres undefined)	1	·	0	114	-4	1	-14	1	-3	8	1590
Cn1c(=O)c2nc(Cl)n(Cc3ccc(Cl)cc3Cl)c2n(C)c1=O	·	·	·	101	-2	·	3	4	-1	-1	1667
CCOC(=O)c1nc(N)c(=O)n(-c2ccc(C)cc2)n1	1	0.76	4	105	-8	1	-2	4	-9	2	1301
COc1cccc(N2C(=O)CC(N3CCN(S(=O)(=O)c4ccccc4)CC3)C2=O)c1 (centres undefined)	1.1	·	3	106	2	1	-2	9	1	6	1655
COc1c(Cl)cc(Cl)cc1CNCCNCCO	1	·	2	98	6	1	8	1	6	12	1658
Cc1cccc(C(=O)NC(=S)Nc2ccc(S(=O)(=O)N3CCN(C)CC3)cc2)c1	1	·	21	110	2	0.8	-3	-15	3	-13	1338
O=c1oc2ccccc2cc1-c1csc(Nc2nc3ccc(F)cc3s2)n1	1	-0.02	6	123	0	0.9	-28	-1	1	-3	1652
O=S(=O)(NCCCN1CCN(c2ccccc2F)CC1)c1cccc2cccnc12	1	·	-7	81	-4	1.1	27	4	3	3	1343
Cc1ccc(C)c(N(CC(=O)NC2CCCC2)C(=O)c2cc3cc4cc(C)ccc4nc3s2)c1	1.1	1.1	1	103	0	1	4	-6	-3	-2	1472
S=c1[nH]nc(C23CC4CC(CC(C4)C2)C3)n1Cc1ccco1	1	·	8	99	8	0.9	10	11	-2	2	1513
CCC(C(=O)NC(C)CCc1ccco1)n1nc(C)n2c(cc3occc32)c1=O (centres undefined)	1	·	9	100	6	0.9	6	3	6	7	1460
COc1ccc2nc(Nc3nc(CSc4ccc(C)cc4)cc(=O)[nH]3)nc(C)c2c1	1	0.043	-20	109	11	1.2	2	-6	0	-7	1455
CC1(C(=O)NCC2CCCO2)Oc2cccnc2NC1=O (centres undefined)	1	·	3	100	0	1	5	-4	3	-3	1475
COC(=O)c1c(NC(=O)CCCC(=O)O)sc2c1CCC2	1	0.044	8	103	8	0.9	-3	7	10	1	1854
O=C(COC(=O)Cc1ccccc1F)Nc1cccc(F)c1	1	-0.041	2	100	6	1	6	-3	-4	-3	1467
CCCNC(=O)Cn1c(-c2ccc(F)cc2)cc(C(=O)OCC)c1C	1	·	-13	102	4	1.1	0	1	-5	-6	1563
CCC(=O)Nc1cc(-c2cc3ccccc3oc2=O)ccc1OC	1	0.3	1	102	1	1	3	3	-2	-23	1467
Cc1nonc1OCCN1CCN(c2ccccc2[N+](=O)[O-])CC1	1	-1.2	0	90	6	1	20	1	0	-2	1578
CC(C)(C)c1cc(CSC(=S)NC2CCS(=O)(=O)C2)c(Br)c(C(C)(C)C)c1 (centres undefined)	1	·	47	110	-2	0.5	-12	2	10	0	1457
O=C(NCCC1=CCCCC1)Nc1ccc2nsnc2c1	1	0.42	-1	108	28*	1	-6	12	27*	-38	1887
O=C(CSc1nnc2scc(-c3ccccc3)n12)c1ccc2c(c1)OCCO2	1.1	·	13	93	6	0.9	16	0	10	-1	1661
CCOc1ccc(CC(=N)C2=C(O)CC(C)(C)CC2=O)cc1OCC	1	1.1	6	93	-2	0.9	8	2	0	-1	1434
Cc1cc(NC(=O)CSc2nnc(COc3cccc(C)c3C)n2Cc2ccco2)no1	1	·	32	98	-7	0.7	7	5	-7	4	1356

Single records, from the list above. Values in the order: TNAP act hiacc, ROMK mod, bIAP inh, STAT3 act, PPARg SRC-1 ag, bIAP act, STAT3 inh, PPARg SRC-3 ag, PPARg SRC-2 ag, STAT1 blocker, TR-FRET SRC-2 ct
Listed for CCC(=O)Nc1cc(-c2cc3ccccc3oc2=O)ccc1OC : 1, 0.3, 1, 102, 1, 1, 3, 3, -2, -23, 1467
Listed for COc1ccc2nc(Nc3nc(CSc4ccc(C)cc4)cc(=O)[nH]3)nc(C)c2c1 : 1, 0.043, -20, 109, 11, 1.2, 2, -6, 0, -7, 1455

STAT3 act: entries above that show a hit
| Structure | TNAP act hiacc | ROMK mod | bIAP inh | STAT3 act | bIAP act | STAT1 blocker |
| --- | --- | --- | --- | --- | --- | --- |
| CN(Cc1cc(=O)[nH]c2ccccc12)C(=O)c1ccccc1 | 1.1 | 1.7 | 13 | 136* | 0.9 | -5 |

Later entries
SMILES	TNAP act hiacc	ROMK mod	bIAP inh	STAT3 act	PPARg SRC-1 ag	bIAP act	STAT3 inh	PPARg SRC-3 ag	PPARg SRC-2 ag	STAT1 blocker	TR-FRET SRC-2 ct
CCCS(=O)(=O)N1CCCC(C(=O)NCCN2CCOCC2)C1 (centres undefined)	1.1	·	3	96	5	1	11	0	3	2	1404
Cc1ccc(OCC(=O)Nc2ccc3c(c2)nc2n3CCOC2)cc1	1	-0.65	8	91	6	0.9	17	-3	-7	-8	1548
O=C(O)CCC(=O)/C=C/c1ccccc1	1.1	0.32	4	97	8	1	9	3	7	18	1489
Cc1ccc(NC(=O)CSc2nc(C)c(Cc3ccccc3)c(=O)[nH]2)cc1C	1	0.75	-11	98	0	1.1	5	-1	4	9	1597
COc1ccc(CC(=O)NC(CC(=O)O)c2ccc(OC)cc2)cc1 (centres undefined)	1	-0.43	6	103	-9	0.9	0	-11	-3	-2	1504
CN(C)c1ncc(S(=O)(=O)c2ccccc2)c(-c2ccc(Cl)cc2Cl)n1	1	·	11	102	-1	0.9	4	-3	2	7	1482
CCOC(=O)C1CCCN(C(=O)/C=C/c2ccc(Cl)cc2)C1 (centres undefined)	1.1	1.7	9	97	-2	0.9	12	3	-1	-2	1511
O=c1c2cc(Cl)cc(Cl)c2nc2n1CCC2	1	-0.29	3	101	16	1	7	1	-8	-6	1419
Cc1cc(C)cc(OCC(=O)Nc2ccc3c4c(cccc24)CC3)c1	1	0.21	11	104	-1	0.9	4	-6	7	8	1620
COc1ccc(Cn2c(O)c(C=Nc3ccc(O)cc3)c3ccccc3c2=O)cc1	0.8	0.33	-8	94	6	1.1	9	1	2	6	1524
Cc1csc(SCC(=O)Nc2ccccc2[N+](=O)[O-])n1	0.9	-19*	23	107	-2	0.8	1	2	-8	-8	1491
Clc1cccc(Cl)c1Cn1ccc(C2CC2)n1	1	-0.26	-6	99	7	1.1	3	-2	-3	-26	1448
CCCCNC(=O)COC(=O)c1ccc(Cl)c(S(N)(=O)=O)c1	0.9	1.1	0	111	0	1	-8	6	4	-2	1533
CC(=O)Nc1ccc2c(c1)ncn2-c1ccc(C)cc1	1	0.1	-10	97	-6	1.1	5	1	4	-48	1501
